# TTR transcr act – TTR transcription activation, primary screen; SH-SY5Y TTR promoter Gaussia luciferase, luminescence; 100% = recombinant luciferase protein wells; activation, % at 16.7 µM; 92,000 compounds, 1.3% hits; AID 1117267;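 active = activation above the mean of all tested compounds plus 3 SD, cut at about 9.5% in these data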;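 note: cells exposed to compounds for one day before reading; 0% = median of all test compound wells on the plate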
# Active calls of the source: *. These rows are one share of the data. The share of hits here may be higher or lower than overall.
SMILES,TTR transcr act
Cc1ccc(F)c(S(=O)(=O)NC(=O)C2(C)CCN2C(=O)Cc2ccccc2)c1 (configuration not stated),-0.4
CSc1ccc(/C=C(\NC(=O)c2ccccc2)C(=O)NN)cc1,-0.2
O=C(CSc1ccc([N+](=O)[O-])cc1)Nc1ccccc1N1CCOCC1,3.6
CCCc1[nH]n(-c2ccc(F)cc2)c(=O)c1C=NCC1CCCO1 (configuration not stated),-1.0
Cc1nnc(NC(=O)CSc2nnnn2Cc2ccccc2)s1,2.2
CCOC(=O)Cc1csc(NC(=O)c2ccc(Cl)s2)n1,-3.6
CN(CCCNC(=O)COc1cc(=O)n(C)c2ccccc12)Cc1ccccc1,2.2
CCOC(=O)[C@H]1[C@H]2COc3ccccc3[C@@H]2N2C(=O)c3ccc(C)cc3NC(=O)[C@@]12C,-1.2
CC(C)CCN1CCN(Cc2nc3c(s2)CCCC3)CC1CCO (configuration not stated),-0.7
Nc1ncnc2c1ncn2[C@@H]1O[C@H](CNCc2ccccc2OCc2ccc(Cl)cc2Cl)[C@@H](O)[C@H]1O,0.9
COc1ccc(OC)c(CNC(=O)C2CCN(S(C)(=O)=O)CC2)c1,-0.5
Cc1ccc(-c2ccc(C(=O)NCc3ccccc3)o2)c2ccccc12,-2.6
Cc1cc2c(=O)n(Cc3ccco3)c(SCC(=O)N3CCCc4ccccc43)nc2s1,-2.2
COC(=O)c1cc(=O)nc2sc(-c3ccccc3)nn12,0.2
COc1cccc(N2CCN(C(=O)CN(c3cc(C)cc(C)c3)S(=O)(=O)c3c(C)noc3C)CC2)c1,2.8
C/C(=N/O)c1no[n+]([O-])c1/C(C)=N\O,2.0
CCOc1ccc(C(C(=O)NC2CCCC2)N(Cc2ccccc2)C(=O)c2nsc(Cl)c2Cl)cc1 (configuration not stated),-2.5
O=C(CCc1ccccc1)Nc1nc2n(n1)C(c1ccccc1)CC(=O)N2 (configuration not stated),2.7
O=C(CCNC(=O)c1ccco1)Nc1ccc(N2CCOCC2)cc1,-0.5
O=C(CSc1nc2c(c(=O)[nH]1)CCC2)Nc1ccc(F)cc1,-1.1
COc1ccc(-c2csc(NC(=O)CN3C(=O)C4CCCCC4C3=O)n2)cc1OC (configuration not stated),1.2
CN(C)S(=O)(=O)c1ccc(C(=O)Nc2ccc3ncccc3c2)cc1,0.8
CC1(c2nc3ccccc3[nH]2)c2ccccc2C(=O)N1Cc1ccccn1 (configuration not stated),-2.9
CC(C)NC(=O)N(Cc1ccc(Cl)cc1)Cc1cccs1,-1.9
Cn1c(CNC2CCCCC2)nc2ccccc21,1.0
COC(=O)c1cccc(C(=O)Nc2ccc(C)cc2)n1,-1.1
CC(C)(C)c1ccc(-c2nnc(N)s2)cc1,-0.4
CC1CCN(C(=O)CSc2nc(C(C)C)nc3c2c(=O)n(C)c(=O)n3C)CC1,-0.2
CC(=O)n1cc(/C=N/NC(=O)c2sc(C)nc2C)c2ccccc21,-1.6
CCOc1ccc(S(=O)(=O)N2CCC(C(=O)N3CCCCCC3)CC2)cc1C,-1.4

# 5 compounds picked at random from those above:
SMILES,TTR transcr act
Cc1ccc(-c2ccc(C(=O)NCc3ccccc3)o2)c2ccccc12,-2.6
CCCc1[nH]n(-c2ccc(F)cc2)c(=O)c1C=NCC1CCCO1 (configuration not stated),-1.0
CC1CCN(C(=O)CSc2nc(C(C)C)nc3c2c(=O)n(C)c(=O)n3C)CC1,-0.2
CC(C)NC(=O)N(Cc1ccc(Cl)cc1)Cc1cccs1,-1.9
CN(C)S(=O)(=O)c1ccc(C(=O)Nc2ccc3ncccc3c2)cc1,0.8

# Going on with the list.
SMILES,TTR transcr act
COc1ccc([C@H]2CC(=O)C=C(c3ccc4ncccc4c3)C2)cc1,-4.2
Cc1ccccc1NC(=O)N1CCCC(c2nc(-c3ccc(F)cc3)no2)C1 (configuration not stated),1.3
CCCc1nn(C)c2c1C(c1cccnc1)C(C#N)=C(N)O2 (configuration not stated),0.6
COc1ccc(C2CCCN2C(=S)Nc2cccc(Cl)c2C)cc1OC (configuration not stated),-0.7
NC(=S)N/N=C/c1ccc(-c2ccc([N+](=O)[O-])cc2)o1,-1.7
COC(=O)[C@]12C[C@H](CC(=O)NCCCN3CCCC3=O)C(=O)N(Cc3ccc4c(c3)OCO4)C1=C[C@H](C(C)C)O[C@@H]2C1CC1,0.5
Cc1cccc(N/C=C/C(=O)c2cccs2)c1C,2.0
CCNC(COC(=O)c1ccc([N+](=O)[O-])cc1)C1CCCCC1 (configuration not stated),1.2
Cc1c(NS(=O)(=O)c2ccc(NC3CCCC3)c([N+](=O)[O-])c2)c(=O)n(-c2ccccc2)n1C,12*
COC(=O)c1cc2n(n1)CCN(Cc1ccc(F)cc1)C2=O,-1.0
Oc1[nH]c2ccccc2c1N=Nc1ccccc1F,-1.1
C=CCN(C(=O)c1csnn1)C(C(=O)NCc1ccccc1)c1c(F)cccc1Cl (configuration not stated),4.8
CCc1cc2c(=O)n(Cc3ccco3)c(SCC(=O)NCC3CCCO3)nc2s1 (configuration not stated),-3.1
O=C(Nc1cc(S(=O)(=O)N2CCOCC2)ccc1Cl)C(=O)c1c(-c2ccccc2)cc2ccccn12,0.8
COc1ccccc1NC(=O)COC(=O)CCn1c(C)csc1=O,0.5
CCOC(=O)/C(C#N)=C/C=C1\C=Cc2ccccc2N1CC,-2.3
COCCNC(=O)CN1CCC(NC(=O)C(C)(C)C)CC1,0.1
C=CCOC(=O)C1=C(C)Nc2nnnn2C1c1cccs1 (configuration not stated),-0.1
O=C(OCc1ccccc1)N1CCC2CC1c1cc(-c3cc4ccccc4o3)ccc12 (configuration not stated),-0.5
Cc1nnc(NC(=O)CCSCCC(=O)Nc2nnc(C)s2)s1,0.2
O=C1CCCc2c1nc(-c1ccccc1F)n2O,-0.9
O=C(Cn1cnc2ccccc2c1=O)NCCC(=O)Nc1ccc2c(c1)OCCO2,1.2
CCN1CCN(C(C)C(=O)Nc2c(C)n(C)n(-c3ccccc3)c2=O)CC1 (configuration not stated),3.2
Cc1c(NC(=O)C2CC(c3c(F)cccc3Cl)=NO2)c(=O)n(-c2ccccc2)n1C (configuration not stated),1.0
CC(C)CN(C(=O)CSc1nnnn1C)C1CCS(=O)(=O)C1 (configuration not stated),2.2
COc1ccc(SCCN2CCN(C)CCC2=O)cc1,-3.1
O=C(CSCc1ccccc1)NC1CCSC1=O (configuration not stated),1.4
CC(=O)OCC1=C(C(=O)O)N2C(=O)C(NC(=O)C(C)Cn3nc(C)c(Cl)c3C)C2SC1 (configuration not stated),2.9
O=C(N/N=C/c1ccco1)C1CC1c1ccccc1 (configuration not stated),1.9
CCOCCn1c(SCc2c(F)cccc2Cl)nc2c1c(=O)[nH]c(=O)n2C,1.6

# The listing continues.
compound | TTR transcr act
CCn1cc(/C=C(\NC(=O)c2ccccc2)C(=O)NCCCN2CCOCC2)c2ccccc21 | -1.0
Cc1ccccc1-n1nc2c(c1NC(=O)c1cccc(F)c1)CS(=O)C2 (configuration not stated) | 0.4
COc1ccccc1Nc1nc(C)nc2c1oc1ccccc12 | 1.4
C[C@H]1CN([C@@H](C)CO)S(=O)(=O)c2ccc(Br)cc2O[C@H]1CN(C)C(=O)Cc1ccccc1 | 1.7
O=C(Nc1ccc(C(=O)O)cc1)/C(=C\c1ccccc1)NC(=O)c1ccccc1 | -1.1
Nc1nc2ccccc2n1S(=O)(=O)c1ccccc1 | 2.8
COc1ccc(C(=O)COC(=O)/C=C/c2ccc(S(=O)(=O)Nc3cccc(S(N)(=O)=O)c3)cc2)cc1 | -2.6
C(=N\Nc1ccccn1)/c1cccnc1 | 4.0

# Next records follow.
compound | TTR transcr act
COC(=O)c1cn(NC(=O)C2CCCO2)c(=O)c2ccccc12 (configuration not stated) | 0.5
Cc1ccc(NC2CCCN(C(=O)c3cc4ncccn4n3)C2)cc1C (configuration not stated) | -0.6
COC(=O)c1c(C(=O)OC)c(-c2ccc(C)cc2)n2c1CS(=O)(=O)C2 | 0.3
Cc1ccc2c(c1)N(CC(=O)NCc1cccs1)C(=O)CO2 | 0.4
Nc1nc(SCc2ccc(F)cc2)n[nH]1 | -0.7
Cn1c(N)c(C(=O)COC(=O)c2ccc(Cl)c(S(=O)(=O)N3CCCCC3)c2)c(=O)n(C)c1=O | -0.5
Nc1cccc(C(=O)Nc2ccccc2Cl)c1 | 9.3
CCn1c(C)nc2cc(C(=O)N/N=C(\C)c3ccc(OC)cc3O)ccc21 | -1.0

# (further entries)
compound | TTR transcr act
Cc1ccc2c(c1)N=C(c1ccc(Cl)cc1)CO2 | -3.5
CCN(CC)CCNC(=O)Cc1c(C(=O)O)n(C)c2ccccc12 | 3.3
C[C@H]1CN([C@@H](C)CO)C(=O)Cc2cc(NC(=O)CCC(F)(F)F)ccc2O[C@H]1CN(C)CC1CC1 | 1.2
c1ccc2c(c1)SCc1nnc(-c3ccncc3)n1-2 | 0.7
COC(=O)[C@]12C[C@H](CC(=O)NCc3ccccc3)C(=O)N(CCc3ccc(OC)c(OC)c3)C1=C[C@H](C(C)C)O[C@@H]2C1CC1 | 0.1
C[C@@H]1CN([C@H](C)CO)C(=O)CCCn2cc(nn2)CO[C@H]1CN(C)S(=O)(=O)c1ccccc1 | -0.3
Cc1ccc(S(=O)(=O)NCCC(=O)Nc2ccc(Cl)c(Cl)c2)cc1C | 2.5
CC(=O)NCC(=O)N1CCCC(C(=O)c2ccc3c4c(cccc24)CC3)C1 (configuration not stated) | 0.9

# Other entries follow.
compound | TTR transcr act
N#Cc1cn(OCc2ccccc2)c(=O)[nH]c1=O | 0.2
CSc1cccc(NC(N)=S)c1 | -0.2
Cc1noc(C)c1CN1C(=O)NC2(CCCCCCC2)C1=O | 5.5
O=C(NN1CCCCC1)c1ccc(COc2ccc(Cl)cc2)cc1 | 0.7
Cc1cccc(C(=O)NCC(=O)OCc2nc(N)nc(Nc3ccccc3C)n2)c1 | 1.5
O=C(CSc1nccn1-c1ccc(Cl)cc1)NCc1ccc2c(c1)OCO2 | 0.6
CCOc1ccc(S(=O)(=O)N(CC(=O)NC2CCCC2)c2ccc(F)cc2)cc1 | -1.1
CC1CCN(S(=O)(=O)c2ccc(NC(=O)CN3CCCCCC3)cc2)CC1 | 0.1

# Next part.
compound | TTR transcr act
O=c1c(-c2ccccc2)c(-c2ccccc2)oc2cc(O)cc(O)c12 | -2.4
NC(=O)COC(=O)c1ccc(Cl)c(S(=O)(=O)N2CCN(c3ccc(F)cc3)CC2)c1 | 2.3
COc1ccc(Cl)cc1C(=O)NNC(=O)COC(=O)c1cccs1 | 10*
CC[C@]12c3[nH]c4ccc(OC)cc4c3CCN1C(=O)C(CC(=O)NCCC1=CCCCC1)C[C@@H]2C(=O)N1CCN(C(=O)C2CC2)CC1 (some centres not stated) | -2.6
O=C(Nc1ccc(S(=O)(=O)N2CCOCC2)cc1)c1cccnc1 | 1.3
CCc1ccc(/C=N/NC(=O)c2cc(-c3cccc([N+](=O)[O-])c3)n[nH]2)cc1 | -0.6
COCCCN(CC(=O)Nc1ccc(N2CCOCC2)cc1)S(=O)(=O)c1ccc(C)cc1 | 0.5
COc1ccc(-c2cc3nc(C)cc(-c4ccc(OC)cc4)n3n2)cc1 | -1.0

# In another format: entries from further up
Structure: COCCCN(CC(=O)Nc1ccc(N2CCOCC2)cc1)S(=O)(=O)c1ccc(C)cc1
  TTR transcr act: 0.5
Structure: CC[C@]12c3[nH]c4ccc(OC)cc4c3CCN1C(=O)C(CC(=O)NCCC1=CCCCC1)C[C@@H]2C(=O)N1CCN(C(=O)C2CC2)CC1 (some centres not stated)
  TTR transcr act: -2.6
Structure: O=c1c(-c2ccccc2)c(-c2ccccc2)oc2cc(O)cc(O)c12
  TTR transcr act: -2.4
Structure: COc1ccc(Cl)cc1C(=O)NNC(=O)COC(=O)c1cccs1
  TTR transcr act: 10*

# Other records.
compound | TTR transcr act
N#Cc1c2n(c3c(-c4ccccc4)ncnc13)CCC2 | 1.5
O=C(NCCCc1ccccc1)C1CC1 | 0.1
CC(C)(C)C1CCc2onc(C(=O)Nc3cccc(O)c3)c2C1 (configuration not stated) | -4.3
CCOc1ccc(NC(=O)CSc2nc3c([nH]c4ccccc43)c(=O)n2C)cc1 | 1.6
Cc1cc(C)c2c(c1C)C(=O)CCC2 | 2.3
CCOC(=O)N1CCC(N2CCCC(C(=O)c3ccc4cc(OC)ccc4c3)C2)CC1 (configuration not stated) | -3.0
Cc1cc(NC(=O)c2ccc(N3CCCC3)c([N+](=O)[O-])c2)no1 | 0.0
CCC(C)Nc1nc2c(c(=O)n(C)c(=O)n2C)n1Cc1ccc(Cl)cc1 (configuration not stated) | -1.4

# Another view of some results above.
Nc1nc(SCc2ccc(F)cc2)n[nH]1
  TTR transcr act = -0.7
N#Cc1cn(OCc2ccccc2)c(=O)[nH]c1=O
  TTR transcr act = 0.2
O=C(CSc1ccc([N+](=O)[O-])cc1)Nc1ccccc1N1CCOCC1
  TTR transcr act = 3.6

# (list continues)
compound | TTR transcr act
CC1(C)CC(=O)C=C(c2cccc(OC(=O)c3ccc(Br)cc3)c2)C1=O | -2.3
N/C(=N\OC(=O)c1ccccc1F)c1cccc([N+](=O)[O-])c1 | -0.8
Cc1cccc(NC(=O)C2CCCN(S(=O)(=O)c3cccc4nsnc34)C2)n1 (configuration not stated) | -2.4
CC(=O)N(C)c1ccc(OCC(O)COc2ccc(N(C)C(C)=O)cc2)cc1 | -2.0
O=C([O-])c1cc(-c2ccccc2)cc(-c2ccccc2)[n+]1Cc1ccccc1 | -5.5
CCN1CCN(S(=O)(=O)c2cccs2)CC1 | 4.2
FC(F)(F)c1cccc(NC(=S)OC2CCC23CCC(c2ccccc2)CC3)c1 (configuration not stated) | 0.5
Cc1cc(C)cc(NC(=S)NCc2ccc3[nH]c4c(c3c2)CCCC4)c1 | -0.5

# More entries
compound | TTR transcr act
CN(c1cccc(NC(=O)CCSc2ccccc2)c1)S(C)(=O)=O | -1.2
CN(CCc1ccccn1)C(=O)Nc1cc(Cl)cc(Cl)c1 | 2.0
CCN(CC)S(=O)(=O)c1ccc(/C=C/C(=O)Nc2ccc(F)c(F)c2F)cc1 | -3.7
COc1ccc(C(C(=O)NCc2ccccc2)N(Cc2ccco2)C(=O)c2snc(C(N)=O)c2N)cc1OC (configuration not stated) | -2.8
Cc1c(NC(=O)CN2CCCC(C)C2)ccc2nsnc12 (configuration not stated) | 0.3
